sdo1 growth: growth rescue of sdo1-depleted yeast, primary screen, S. cerevisiae, bone marrow failure model. 0.21% of 140,000 active. S. cerevisiae sdo1-depleted JHY4D growth rescue, OD600 30 h; active compounds read high; pdr5 snq2 efflux-pump mutant strain. z-score at 10 µM;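 active = z-score above 3 at both the 24 hr and the 30 hr optical density reads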;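 note: z-score against mean and SD of all compound wells on the same plate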
INS promoter inh: inhibitors of insulin promoter-driven GFP, primary screen, imaging, TRM-6 cells (human fetal islet line), eGFP reporter, cell count | reporter expression induced with tamoxifen | inhibition, % at 2 µM | 0.9% of 130,000 active;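 active = inhibition above the mean plus 3 SD, with well images judged a real hit on visual review, cut at about 60% in these data, passing the limit was not always enough; inconclusive = inhibition over the cutoff but images rejected on review; inactive = inhibition not above the cutoff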
sdo1 growth Rescue 24 h: recorded beside sdo1 growth, whose call it bears; z-score; S. cerevisiae sdo1-depleted JHY4D growth rescue, OD600; measured here: growth rescue at 24 h;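 0 is the plate mean of compound wells and units are plate SD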
Starred values were filed as active, the others as inactive; u = inconclusive; x = no result given.

Order of values – sdo1 growth | sdo1 growth Rescue 24 h | INS promoter inh
CCc1nc(SCC(=O)c2c[nH]c3ccccc23)n[nH]1
  x | x | -85.7
COc1ccc(Nc2ccnc3ccccc23)cc1
  -0.22 | -0.82 | x
CCOC(=O)c1cccc(NS(=O)(=O)c2cnc[nH]2)c1
  1.57 | 1.23 | x
O=C(O)c1cccc(Oc2ccccc2[N+](=O)[O-])c1
  0.45 | -0.75 | 23.3
CCC1=NN=C(c2ccc(F)cc2)C(c2c[nH]c3ccccc23)N1O (configuration not stated)
  2.77 | 3.31 | 37.5
CCOC(=O)NC(=O)CSc1nnc(SCCC(=O)O)s1
  0.9 | 0.3 | -20.6
CCOC(=O)c1c(NC(=O)CSc2nnc(-c3c[nH]c4ccccc34)n2CCOC)sc2c1CCCC2
  -0.15 | -0.51 | -46.3
Cc1ccc(NC(=O)COC(=O)Cn2cnc3c2c(=O)n(C)c(=O)n3C)c(Cl)c1
  x | x | 0.0
CN(C(=O)COC(=O)c1ccc(S(=O)(=O)N2CCOCC2)cc1)C1CCCCC1
  x | x | 0.0
COc1cc(OC)cc(C(=O)Nc2cccnc2)c1
  x | x | 35.0
Cc1ccc(C)c(S(=O)(=O)Nc2ccc(O)cc2)c1
  1.78 | 3.72 | -50.0
CCC(=O)N1CCc2cc(S(=O)(=O)NCCC(=O)NC3CCCc4ccccc43)ccc21 (configuration not stated)
  1.32 | 1 | x
Cc1ccc(-n2ncc(C#N)c2/N=C/N2CCN(C)CC2)cc1
  1.44 | 2.22 | 0.0
Cc1cc(C)cc(N(CC(=O)NCCSc2ccccn2)S(=O)(=O)c2ccccc2)c1
  -0.32 | 0.35 | -82.8
COc1ccccc1C(=O)Oc1ccc(C(C)(C)C)cc1
  -0.21 | 0.38 | -26.1
S=c1[nH]nc(Cc2c[nH]c3ccccc23)o1
  -0.28 | -0.35 | 14.3
COc1ccccc1NC(=S)N1C2CCC1CC(NC(=O)NC13CC4CC(CC(C4)C1)C3)C2 (configuration not stated)
  0.2 | -0.54 | -18.2
Cc1c(N=Cc2ccc[nH]2)c(=O)n(-c2ccccc2)n1C
  0.94 | 0.8 | 18.8
CC(C)N(N=Nc1ccc([N+](=O)[O-])cc1)C(C)C
  0.54 | 0.45 | x
CC(C)C(=O)Nc1ccc(NC(=O)c2ccccn2)cn1
  1.1 | 1.37 | 38.5
CC(C)CC(NC(=O)c1ccc(Cl)cc1)C(=O)OCc1cc([N+](=O)[O-])cc2c1OCOC2 (configuration not stated)
  0.09 | -0.01 | x
Cc1cc(C)c(OCC(=O)Nc2nc(-c3ccccn3)cs2)c(C)c1
  x | x | -22.2
CCOc1cc(S(=O)(=O)NCc2ccccc2)c(OCC)cc1-n1cnnn1
  x | x | -18.8
CCOC(=O)N1CCN(Cc2nc(-c3ccc(OC)cc3)no2)CC1
  x | x | -5.6
CC(C)N(C(=O)NC(=O)Nc1ccccn1)S(C)(=O)=O
  0.06 | -0.81 | -7.1
N#C/C(=C\c1ccc(-c2ccccc2[N+](=O)[O-])o1)C(=O)N1CCOCC1
  x | x | -87.5
COc1ccccc1CNC(=O)CN1CCC(NC(=O)c2ccccc2F)CC1
  0.74 | -0.02 | 5.9
Cc1ccc(CN2CCCNC2=O)cc1
  0.78 | 0.37 | -66.7
Cc1ccc(N2CC(C(=O)Nc3nccs3)CC2=O)cc1Cl (configuration not stated)
  -0.38 | -0.61 | x
CC(C)(C)NC(=O)C(c1ccncc1)N(Cc1cccs1)C(=O)Cn1nnc(-c2ccc(F)cc2)n1 (configuration not stated)
  0.38 | -0.66 | 4.8

Exported field by field: 4 of the compounds above
> Cc1cc(C)cc(N(CC(=O)NCCSc2ccccn2)S(=O)(=O)c2ccccc2)c1
  sdo1 growth: -0.32 | sdo1 growth Rescue 24 h: 0.35 | INS promoter inh: -82.8
> O=C(O)c1cccc(Oc2ccccc2[N+](=O)[O-])c1
  sdo1 growth: 0.45 | sdo1 growth Rescue 24 h: -0.75 | INS promoter inh: 23.3
> CC(C)N(C(=O)NC(=O)Nc1ccccn1)S(C)(=O)=O
  sdo1 growth: 0.06 | sdo1 growth Rescue 24 h: -0.81 | INS promoter inh: -7.1
> COc1ccc(Nc2ccnc3ccccc23)cc1
  sdo1 growth: -0.22 | sdo1 growth Rescue 24 h: -0.82 | INS promoter inh: x

Some of the entries above in a different format:
CCOC(=O)N1CCN(Cc2nc(-c3ccc(OC)cc3)no2)CC1
  sdo1 growth: x	sdo1 growth Rescue 24 h: x	INS promoter inh: -5.6
Cc1c(N=Cc2ccc[nH]2)c(=O)n(-c2ccccc2)n1C
  sdo1 growth: 0.94	sdo1 growth Rescue 24 h: 0.8	INS promoter inh: 18.8

Next results follow.
Order of values – sdo1 growth | sdo1 growth Rescue 24 h | INS promoter inh
c1ccc(-c2ccc(-c3nc(-c4cccnc4)no3)cc2)cc1
  0.94 | 3.86 | -25.0
O=C(c1cc(-c2ccncc2)nc2ccc(Cl)cc12)N1CCN(C(=O)C2CCCO2)CC1 (configuration not stated)
  1.61 | 1.29 | 47.4
CCOc1cc(S(=O)(=O)N2CCC(C(N)=O)CC2)ccc1F
  -0.13 | -0.05 | -26.8
O=C(O)CCC(=O)Nc1sc2c(c1C(=O)Nc1cccc3ccccc13)CCCCC2
  0.04 | -0.22 | u
Cc1nn(-c2ccccc2)c(C)c1C(=O)NCc1ccc(F)cc1
  -0.38 | -0.81 | x
CCOc1ccccc1NC(=O)NC1CC2CCCC(C1)N2Cc1nnnn1CCc1ccccc1 (configuration not stated)
  -0.1 | -0.54 | 6.2
CCOC(=O)Cn1c(CN2CCc3ccccc3C2)nc2c1c(=O)n(C)c(=O)n2C
  -0.73 | -0.66 | 14.3
CCOc1cc(CNCc2ccncc2)cc(Br)c1OCc1ccc(F)cc1
  -2.26 | -1.46 | -54.2
Cc1cccc(CSc2nncc(=O)[nH]2)c1
  -0.77 | -1.68 | -44.4
Cc1cccc(NC(=S)N(c2ccccc2)C(C)C)c1C
  -0.77 | -1.07 | x
CCCNC(=O)c1ccc(N(Cc2ccccc2)S(C)(=O)=O)cc1
  1.65 | 2.05 | -15.5
CCOc1ccc(CCNC(=O)c2ccc(C)c(N3CCCC3=O)c2)cc1OCC
  x | x | -141.7
Nc1cc(-c2ccc(Br)cc2)[nH]n1
  5.4* | 5.25* | 0.0
C=CCn1c(COc2cccc3ccc(C)nc23)nnc1SCC(=O)O
  -0.45 | -0.56 | -450.0
CSCCC1NC2(C(=O)Nc3c(C)cc(Cl)cc32)[C@@H]2C(=O)N(C3CCCC3)C(=O)[C@H]12 (some centres not stated)
  0.65 | 0.41 | -35.7
O=C(CN1C(=O)CC(c2ccco2)Sc2ccccc21)NCc1ccc2c(c1)OCO2 (configuration not stated)
  -1.38 | -0.74 | x
O=C(CCn1c(=O)c2sccc2n(CC(=O)OCc2ccccc2)c1=O)NCc1ccccc1
  -0.59 | -0.85 | 0.0
Cc1ccc(C(=O)CC2C(=O)N(c3ccccc3)C(=S)N2c2ccccc2)cc1 (configuration not stated)
  -1.72 | -0.36 | -46.7
CCCN1C(=O)c2cc(C(=O)NCCc3cccc(C)c3)ccc2C1O (configuration not stated)
  0.74 | 1.3 | x
Cc1cc(NC(=O)c2ccoc2C)no1
  -0.37 | -0.2 | 41.9
Cc1cccc(Nc2nnc(SCC(=O)NCc3cccs3)s2)c1C
  -0.53 | -0.29 | -11.1
COc1cc(OC)cc(C(=O)NCCCN2CCOCC2)c1
  0.15 | -0.3 | 18.8
COc1ccnc(NCc2cccc(C(F)(F)F)c2)c1C#N
  -0.36 | 0.81 | 0.0
CC(=O)c1cccc(N(CC(=O)Nc2ccc(F)cc2F)S(C)(=O)=O)c1
  0.43 | -0.23 | 16.2
O=C(Oc1cccc2ccccc12)c1ccncc1
  -0.61 | -1.11 | -28.6
c1ccc2c(SCc3cn4cccnc4n3)ncnc2c1
  1.45 | 0.92 | 0.0
CCOC(=O)c1c(C)oc2ccc(OC(=O)c3cccs3)cc12
  -0.82 | 0.4 | -7.1
CC(=O)c1ccc2c(c1)Nc1ccccc1S2
  0.66 | 1.3 | x
CN1CCN(c2ccc(NC(=O)Cc3ccccc3)cc2)CC1
  0.93 | 0.95 | -288.6
O=C(C[n+]1cc(-c2ccc(F)cc2)n2c1CCC2)Nc1nc(-c2ccccc2)cs1
  -0.47 | -1.79 | 6.9

More entries follow.
Compound | sdo1 growth | sdo1 growth Rescue 24 h | INS promoter inh
Cc1cc(/C=C2/NC(=O)NC2=O)c(C)n1-c1ccccn1 | 0.55 | 1.25 | -50.0
O=C1c2ccccc2C(=O)N1CNc1ccccc1 | 0.36 | -0.25 | 7.9
O=C(NC(N1CCCC1)C(Cl)(Cl)Cl)c1ccccc1 (configuration not stated) | 0.08 | -0.57 | x
Cc1ccc(C(=O)Nc2cc(C(F)(F)F)ccc2N2CCCCC2)cc1[N+](=O)[O-] | -0.91 | 0.69 | -10.7
CNc1nn(-c2cccc(Cl)c2)nc1N | -0.31 | -0.34 | x
CC(=O)NC1=NN(C(C)=O)C(C)(c2cccnc2)S1 (configuration not stated) | x | x | 25.0
CC(C)Oc1ccc(C(=O)Nc2ccc(Cl)c(S(=O)(=O)Nc3ccc(Cl)cc3)c2)cc1 | -0.72 | -0.23 | 6.7
CC(C)COC(=O)c1nnsc1NC(=O)Nc1ccccc1 | -1.01 | -0.71 | 33.3
Cc1ccc(NS(=O)(=O)c2ccc3c(c2)C(=O)c2ccccc2C3=O)c(C)c1 | -1.71 | -0.86 | -42.3
Cc1sc(NC(=S)NC(=O)c2cccs2)nc1-c1ccc(CC(C)C)cc1 | 0.39 | 0.12 | 8.6
COc1ccccc1NS(=O)(=O)c1cccc(N=C2N=C(N)c3ccccc32)c1 | 0.81 | 1.27 | x
CC(OC(=O)c1nn(C(C)C)c(=O)c2ccccc12)C(=O)Nc1ncc(Cl)cc1Cl (configuration not stated) | -0.32 | -0.36 | 31.2
Cc1ccc(NC(=O)CN2C(=O)N/C(=C/c3ccc(N4CCOCC4)cc3)C2=O)cc1 | -0.3 | 0.75 | -61.8
Cc1ccc(N2CC(C(N)=O)CC2=O)cc1C (configuration not stated) | 0.22 | -0.2 | -318.6
CCNC(=O)NC(=O)CSc1ccccc1F | 1.14 | 0.96 | -28.6
NC(=O)NC(Cc1ccccc1)C(=O)NCC1(N2CCCCC2)CCCCC1 (configuration not stated) | 0.2 | -0.09 | x
CCC(C)NC(=O)c1c(F)c(F)c(F)c(F)c1F (configuration not stated) | 1.12 | 0.93 | 62.8
COc1ccc(CNC(=O)c2cccc(N3CCCC3=O)c2)cc1 | 0.76 | 0.74 | 18.6
Cc1ccc(CN2CCc3[nH]c(=O)[nH]c(=O)c3C2)cc1 | x | x | -33.3
COc1cccc(N2CCN(C3CC(=O)N(c4ccc(F)c(Cl)c4)C3=O)CC2)c1 (configuration not stated) | -0.15 | -0.41 | 9.7
CC(C)Sc1nc(N2CCOCC2)c2c(c1C#N)CC(C)(C)SC2 | -1.2 | -0.62 | -19.3
O=C(CS(=O)CC(=O)N(CC(=O)NC1CCCC1)C1CCCC1)Nc1ccc(F)cc1 (configuration not stated) | 0.35 | -0.7 | 14.3
O=C(Cc1csc(Nc2nc(=S)[nH]c3ccccc23)n1)N1CCN(c2cccc(Cl)c2)CC1 | x | x | 0.0
N=c1ccn(Cc2cccc(Cl)c2)cc1 | 0.46 | 0.31 | -25.0
CCOc1ccc(N(CC(=O)NC(C)CC)S(C)(=O)=O)cc1 (configuration not stated) | 0.45 | -0.32 | -25.0
CCCc1cc(C(=O)Cc2nc3ccccc3s2)c(O)cc1O | -0.01 | 0.19 | -2.8
Cc1noc(C)c1CSc1nnc(-c2cc(Cl)ccc2Cl)n1N | 0.98 | 1.08 | x
Cc1cc(C)cc(-n2c(SCC(=O)NCc3ccc4c(c3)OCO4)nc3ccccc3c2=O)c1 | -1.45 | -1.09 | 46.9
CCn1c(SCc2ccc(C)cc2)nnc1-c1cnccn1 | -0.91 | -1.03 | x
CCn1ncc(Cl)c1C(=O)Nc1ccncc1 | 1.49 | 1.53 | -31.2
N#CC1=C2SCCN2C(=O)C(C#N)C12CCCCC2 (configuration not stated) | -0.25 | -0.4 | -14.3
COc1cc2c(cc1OC)-c1cc(NC3CCCCC3)nc(=O)n1CC2 | 0.98 | 1.91 | -69.2
COc1ccc(CN(C(=O)c2cc3ccccc3oc2=O)C2CCCC2)cc1 | -1.18 | -0.84 | 13.3
COc1cccc(CNC(=O)CN(C)S(=O)(=O)c2cnc[nH]2)c1 | 1.12 | 1.81 | x
CCC(C)(C)n1nnnc1CN1CCC(O)(c2cccc(C(F)(F)F)c2)CC1 | 0.29 | 1.05 | 25.0
COC(=O)N/N=C/c1ccc(-c2cc(Cl)cc(Cl)c2)o1 | -1.13 | -0.85 | -4.6
Cc1nc2ncnn2c(C)c1CCC(=O)Nc1ccc(S(=O)(=O)N2CCCCCC2)cc1 | 0.92 | 0.34 | -7.7
Cc1ccc2cc(CCNC(=O)C(C)C)c(=O)[nH]c2c1 | 0.41 | 1.48 | x
CCC(=O)Nc1ccc(/C(C)=N\NC(=O)c2ccc(OC)cc2)cc1 | -0.25 | -0.26 | -8.3
CCn1c(C)nc2c(C)[n+](CC(=O)c3ccc(Br)cc3)ccc21 | x | x | 40.5
CC(C)CNC(=S)NNC(=O)c1ccco1 | 1.32 | 1.83 | 0.0
Cc1cccc(C)c1NC(=O)CS(=O)CC(=O)NCCCc1ccccc1 (configuration not stated) | -0.16 | -0.69 | -23.3
CC(=O)Nc1cc2c(=O)n(Cc3ccccc3)c(C)nc2cc1N1CCOCC1 | -0.22 | -0.88 | x
Cc1ccc2cccc(OC(=O)c3ccc4c(c3)OCCO4)c2n1 | 0.05 | 0.42 | x
Cc1nn(C)c(C)c1/C=C1/SC(=S)NC1=O | 0.16 | 0.15 | -33.3

Reformatted with the structure last: 2 of the compounds above.
sdo1 growth	sdo1 growth Rescue 24 h	INS promoter inh	compound
1.32	1.83	0.0	CC(C)CNC(=S)NNC(=O)c1ccco1
0.93	0.95	-288.6	CN1CCN(c2ccc(NC(=O)Cc3ccccc3)cc2)CC1
